# PG9 binder = binders of HIV-1 gp120 antibody PG9, primary screen, biochemical, TR-FRET. TR-FRET gp120-PG9 antibody binding. HIV-1 gp120 / PG9 antibody interaction. inhibition, % at 6.7 µM. 360,000 tested, 0.43% active; in the data active means inhibition above about 8.5%
# SMARCA2 activ = SMARCA2 (BRM) function activators, primary screen, cell-based, luminescence, high throughput; MG213 cells, MMTV-luciferase reporter, dexamethasone, overnight; activation, % at 9.1 µM; 370,000 tested, 1% active; in the data active means activation above about 7.8%;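 further: 0% = vehicle wells and 100% = reference activator wells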
# GAA850 FXN act = FXN promoter activators, primary screen, cell-based, luciferase luminescence, HEK293 lucGAA850 | 360,000 tested, 0.56% active | activation, % at 6 µM | HEK293 lucGAA850 FXN promoter luciferase reporter, 24 h; percent of 10 µM SAHA response;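 active means activation above the average of all compounds screened plus 3 SD, cutoff fixed separately per campaign, cut at about 7.5% in these data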;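 further: 0% = DMSO wells and 100% = 10 µM SAHA wells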
# DAX1 inh-1 = DAX1 (NR0B1) inhibitors, primary screen, cell-based, HEK293, Gal4-DAX1, luciferase luminescence; Nuclear receptor subfamily 0 group B member 1 (Homo sapiens), P51843; HEK293 Gal4-DAX1 luciferase reporter; inhibition, % at 6.75 µM; 340,000 tested, 0.99% active; AID 504766, 2011;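 active means inhibition above the mean over all tested compounds plus 3 SD, cut at about 4.2% in these data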;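 further: 0% = DAX1-transfected cells with DMSO and 100% = empty-vector control cells with DMSO; inhibition shows as a rise in luminescence from relieved DAX1 repression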
# Target sequence (P51843 207-470 limits assumed): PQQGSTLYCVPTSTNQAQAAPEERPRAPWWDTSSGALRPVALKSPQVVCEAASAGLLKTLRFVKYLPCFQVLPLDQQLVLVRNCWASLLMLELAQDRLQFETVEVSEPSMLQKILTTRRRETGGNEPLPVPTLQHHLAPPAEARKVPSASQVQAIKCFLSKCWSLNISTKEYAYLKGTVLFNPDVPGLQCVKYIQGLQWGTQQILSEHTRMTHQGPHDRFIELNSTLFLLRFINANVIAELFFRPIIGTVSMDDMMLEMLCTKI
# DAX1 inh-2 = DAX1 (NR0B1) inhibitors on StAR promoter, primary screen, cell-based, luminescence, SF-1 (NR5A1), full-length DAX-1; 370,000 tested, 1.1% active; inhibition, % at 6.8 µM; AID 652010, 2013; HEK293T StAR-luciferase reporter, SF-1/DAX-1 repression relief;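 active means inhibition above the mean over all tested compounds plus 3 SD, cut at about 3.6% in these data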;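 further: 0% = DAX-1 cells with DMSO and 100% = cells lacking DAX-1 with DMSO; higher inhibition means more luminescence from relief of DAX-1 repression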
# ssDAF12 agonist = S. stercoralis DAF-12 nuclear receptor activators, primary screen, cell-based, luminescence, HEK293, GRIP1 co-expression, lit1-tk-luc. HEK293 ssDAF-12/GRIP1 lit1-tk-luc reporter; % of 3 µM dafachronic acid response. AID 652126, 2013. 370,000 tested, 1% active. Nuclear hormone receptor DAF-12 (Strongyloides stercoralis). activation, % at 6.8 µM;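 active means activation above the mean over all tested compounds plus 3 SD, cut at about 0.9% in these data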;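 further: 0% = DMSO-only wells and 100% = 3 µM delta7-dafachronic acid wells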
# hcDAF-12 act = H. contortus DAF-12 nuclear receptor activators, primary screen, cell-based, luminescence, HEK293, lit1-tk-luc reporter; 370,000 tested, 1.4% active; AID 652067, 2013; HEK293 hcDAF-12 lit1-tk-luc reporter; 0% DMSO, 100% Δ7-dafachronic acid; activation, % at 6.8 µM;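 active means activation above the mean of all tested compounds plus 3 SD, cut at about 5.5% in these data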;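 further: 100% = response to 3 µM Δ7-dafachronic acid high control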
# NPR1 activator = GC-A stimulated cGMP production enhancers – HEK293 GC-A cells, cGMP TR-FRET, EC30 ANP, primary screen; Atrial natriuretic peptide receptor 1 (Homo sapiens), P16066; 0% at EC30 ANP, 100% saturating ANP; activation, % at 10 µM; 370,000 tested, 0.14% active; AID 1671463, 2021; in the data active means activation above about 40%
# ADAM10 inh = human ADAM10 inhibitors, primary screen, biochemical, QFRET, HTS; AID 720582, 2013; 370,000 tested, 0.62% active; inhibition, % at 7 µM; Disintegrin and metalloproteinase domain-containing protein 10 (Homo sapiens), O14672; recombinant ADAM10, EDANS/DABCYL FRET peptide cleavage, 3 h;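 active means inhibition above a per-campaign cutoff equal to the mean of compounds falling between control-based bounds plus 3 SD, cut at about 20% in these data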;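 further: 0% = DMSO wells while the 100% control is not disclosed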
# Target sequence (O14672 214-748 limits assumed): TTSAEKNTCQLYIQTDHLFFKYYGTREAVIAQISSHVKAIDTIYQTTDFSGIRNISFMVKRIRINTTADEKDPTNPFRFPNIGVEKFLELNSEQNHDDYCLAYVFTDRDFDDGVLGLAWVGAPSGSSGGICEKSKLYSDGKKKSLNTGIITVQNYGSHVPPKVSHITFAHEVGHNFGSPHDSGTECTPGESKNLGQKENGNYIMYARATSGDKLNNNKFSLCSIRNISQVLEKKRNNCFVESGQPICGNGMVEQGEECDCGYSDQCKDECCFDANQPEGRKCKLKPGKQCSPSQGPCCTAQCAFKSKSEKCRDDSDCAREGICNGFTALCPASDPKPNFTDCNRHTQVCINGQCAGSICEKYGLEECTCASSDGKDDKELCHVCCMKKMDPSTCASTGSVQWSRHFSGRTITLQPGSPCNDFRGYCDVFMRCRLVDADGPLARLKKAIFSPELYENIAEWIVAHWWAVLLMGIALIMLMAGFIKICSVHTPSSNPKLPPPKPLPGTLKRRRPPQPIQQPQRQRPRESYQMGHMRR
# hgDAF12 agonist = H. glycines DAF-12 receptor agonists, primary screen, cell-based, luminescence, HEK293, GAL4 fusion, UAS-luciferase; activation, % at 6.8 µM; 370,000 tested, 1.8% active; AID 687014, 2013; HEK293 GAL4-hgDAF12 UAS-luciferase reporter, agonist luminescence; normalized to butyrate control;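 active means activation above a cutoff set at the mean of all screened compounds plus 3 SD, cut at about 10% in these data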;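 further: 0% = DMSO wells and 100% = sodium butyrate wells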
# ADAM17 inh = ADAM17 inhibitors, primary screen, biochemical, QFRET. inhibition, % at 6.95 µM. Disintegrin and metalloproteinase domain-containing protein 17 (Homo sapiens), P78536. AID 720648, 2013. 370,000 tested, 0.83% active. recombinant ADAM17, EDANS/DABCYL FRET peptide cleavage;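 active means inhibition above the mean of compounds lying between control limits plus 3 SD, set per campaign, cut at about 8.5% in these data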;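 further: 0% = DMSO-only wells as the low control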
# * = called active by the depositor; i = inactive; / = not tested or not shown.
compound	PG9 binder	SMARCA2 activ	GAA850 FXN act	DAX1 inh-1	DAX1 inh-2	ssDAF12 agonist	hcDAF-12 act	NPR1 activator	ADAM10 inh	hgDAF12 agonist	ADAM17 inh
Cc1ccnc(NC(=O)CCCc2c[nH]c3ccccc23)c1	-1.5	4	1.9	1.2	1.8	-0.7	0.7	4	2	6.7	-3
CC(=O)Nc1cccc(-c2cc(NC=O)c3ncc(-c4cccc(C(C)=O)c4)n3c2)c1	0.0	11*	-1.7	/	-3.1	-2.1	-1.4	0	-20	1.3	-2
Cc1cc(NCCCN2CCOCC2)n2nc(C)c(-c3ccc(F)cc3)c2n1	-2.0	-1	0.4	-0.3	-0.9	-1.6	0.1	3	-14	0.9	-6
CC(NC(=O)C1CCCN(S(=O)(=O)N2CCOCC2)C1)c1ccccc1 (stereo not given)	-1.4	-1	-0.7	-0.9	0.0	-1.0	-3.0	1	-1	-0.7	-4
COCCn1c(SC(C)C(=O)NCC2CCCO2)nc2scc(-c3ccc(F)cc3)c2c1=O (stereo not given)	-2.1	-1	-1.8	-0.7	-2.0	-0.7	-1.6	-7	-2	0.8	1
O=c1c2cc([N+](=O)[O-])cc([N+](=O)[O-])c2[nH]n1-c1ccccc1	-7.3	-1	-2.0	2.4	-0.2	-1.0	-0.5	-1	-9	0.6	-2
CC(C)OCCCNC(=O)C1CCC(CNS(=O)(=O)c2ccc(Cl)cc2)CC1 (stereo not given)	-1.4	14*	1.8	0.0	-0.4	-1.0	0.7	1	6	-2.8	4
Cc1cccc(CNC(=O)Cn2ccc3cc(S(=O)(=O)N4CCCC4)ccc32)c1	-0.7	-3	-0.3	0.5	-0.4	-0.8	-1.0	9	6	-1.3	-3
Cc1cccc(NC(=O)C(C)Sc2nc3nc(C)cc(C)n3n2)c1 (stereo not given)	0.3	-1	1.3	-1.6	-1.0	-1.5	2.0	2	-11	-1.9	-3
CCN(CC)C(=O)CSc1nc2cc3c(cc2c(=O)n1Cc1ccco1)OCO3	0.1	-2	-1.2	-0.6	-1.1	-1.6	-1.4	-26	2	5.7	-4
CCOC(=O)CNC(=S)N(CCCN1CCCCCC1)Cc1cccs1	-0.5	2	0.1	0.1	-0.3	-1.2	-0.2	-5	0	-1.7	2
O=C1c2ccccc2NC(c2c(Cl)cccc2Cl)N1Cc1ccccc1 (stereo not given)	0.0	2	4.5	0.6	-0.2	-0.9	-1.9	-37	i	-1.6	-163
Cc1cc(C)nc(SCC(=O)NC2=NN=C(c3ccc(Br)cc3)CS2)n1	-0.5	0	-2.9	-0.2	-0.2	-0.4	1.9	20	-6	1.2	4
CCOC(=O)C[C@H]1c2cc(C(F)(F)F)ccc2S(=O)(=O)N1C(C)C	-2.2	3	0.0	-0.1	0.2	-1.5	-0.6	-3	2	-1.2	-4
COc1cc(NC(=O)CCc2c(C)noc2C)c(Cl)cc1C(=O)O	0.1	0	0.2	0.5	0.4	-1.2	-0.1	4	-18	-0.7	-3
Cc1cc(Br)c(NC(=O)c2ccccc2[N+](=O)[O-])cc1C	-0.6	0	1.8	2.1	-0.9	-2.2	-3.6	0	-1	-2.6	-5
CCOC(=O)CNC(=O)Nc1ccccc1C(=O)OC	0.0	0	-0.8	0.1	0.3	-1.0	-1.4	-2	-7	1.9	-4
CCOC(=O)c1ccccc1OCc1cc(/C=N/n2cncn2)ccc1OC	-0.4	-4	0.3	-0.7	-0.9	-2.0	-2.2	-12	-1	-2.1	-4
CCN1C(=O)c2ccccc2S(=O)c2ccc(C(=O)N3CCCCCC3)cc21 (stereo not given)	-0.7	-1	2.2	1.8	1.0	0.1	-1.6	-1	11	1.5	-1
O=C(CSc1nnnn1-c1ccccc1)c1ccco1	-3.2	2	3.5	0.1	0.0	-1.4	1.7	2	2	6.3	0
Cc1cc(C)c(S(=O)(=O)c2ccc(F)cc2C)c(Cl)n1	0.0	-2	2.7	-0.7	0.8	-1.2	-1.5	4	-3	-0.3	3
O=[N+]([O-])c1cc(/C=N/O)ccc1Oc1cccc(Cl)c1	0.8	0	2.4	1.3	-0.7	-0.5	-1.1	14	13	0.1	5
CN(CC(=O)Nc1ccccc1Cl)C(=O)c1cc(=O)[nH]c2ccccc12	0.1	-3	-0.7	0.0	0.2	-0.1	1.8	4	-39	2.1	-16
O=C(c1cccc(F)c1)N1CCc2ccccc21	-2.9	1	4.4	-0.7	0.0	-0.1	3.5	-1	0	1.2	4
COc1cccc(-c2cc(C(=O)Nc3cnn(Cc4ccccc4C)c3)no2)c1	0.6	1	-0.9	-1.0	-0.2	-0.7	-1.3	1	8	0.7	-4
COc1ccc(NC(=O)CSc2nccn2-c2ccccc2)c(OC)c1	-0.9	-1	0.0	0.1	-0.3	-1.1	-0.8	-6	1	-0.9	-3
Cc1ccccc1CC1(C)C(=O)Nc2ccc(S(=O)(=O)NC3CCCCC3)cc21 (stereo not given)	-2.6	-6	1.7	/	-1.7	-1.0	-1.6	-1	5	-0.9	2
O=c1oc2ccccc2c2c1ccc1ccccc12	-0.4	1	-1.4	0.9	1.6	-1.4	-1.3	-8	i	-0.6	-148
O=C(NCc1ccncc1)c1ccc(OCc2ccccc2)cc1	-0.7	-1	-0.4	-1.8	-1.5	-1.8	-2.8	2	-3	-1.1	-3
CCOC(=O)c1c(NC(=O)C2CCCO2)sc2c1CCC2 (stereo not given)	-0.9	1	-2.2	1.9	-1.0	-0.9	-1.7	-3	-25	1.3	-6
Cc1cc(CN2CCC(N3CCC(C(=O)NC4CC4)CC3)CC2)cc(C)c1O	-1.5	-1	1.5	-0.3	-0.3	-0.8	-1.4	-1	1	-0.3	-7
O=C(COc1ccc(Cc2ccccc2)cc1)c1ccc(F)cc1	-0.8	-4	2.5	-0.2	-0.4	-1.0	2.8	5	12	5.1	-1
CN(C)CCCN(C(=O)c1cccc(N2C(=O)CCC2=O)c1)c1nc2cc3c(cc2s1)OCO3	1.4	-4	1.2	3.3	-0.3	-1.3	0.2	1	-3	-0.7	-3
COc1ccc(-c2nc3ccc(C(=O)NCC(OC)OC)cc3nc2-c2ccc(OC)cc2)cc1	0.0	-4	3.1	-1.4	-0.4	-1.6	-1.3	9	-36	-0.8	-16
COc1ccc(C(=O)NC(Nc2ccc(C)cc2)C(Cl)(Cl)Cl)cc1 (stereo not given)	1.0	-6	-6.3	-3.4	-1.7	-1.5	-0.3	-4	6	-3.2	5
CCCCNC(=O)OC(C)CNC(=O)Oc1cccc(C)c1 (stereo not given)	0.0	0	-1.7	1.4	0.7	-1.3	-1.8	2	-4	0.2	-3
Cc1noc(C)c1-c1ccc(C(=O)NCc2cccnc2)c2occc12	-0.9	3	-0.9	/	0.0	-1.0	-0.3	9	-27	-6.6	-7
Cc1ccc(C)c(CN2CCC(CNC(=O)Nc3ccc(Br)cc3F)CC2)c1	1.5	2	-0.1	-0.1	-0.1	-1.1	-1.3	-14	2	2.6	2
CC(CNC(=O)Cn1cnc2c(OCc3ccccc3)ncnc21)c1ccccc1 (stereo not given)	0.2	4	-0.7	3.1	-0.6	-0.6	-0.1	-2	3	1.8	-2
CC1C(=O)N(Cc2cn(CCC3OCCO3)nn2)CCS(=O)(=O)N1Cc1ccc(-c2ccc(F)cc2)cc1 (stereo not given)	1.1	-5	-0.5	0.1	-0.2	-1.4	-0.1	36	-8	-2.3	10*
Cc1ccc(-c2cc(C(=O)Nc3cccnc3)[nH]n2)c(O)c1C	0.0	5	0.0	5.7*	1.1	-1.5	1.4	-7	7	14*	0
Clc1nc(-c2ccccc2)cc(-c2ccccc2)n1	-2.9	-3	1.2	-1.4	-0.9	-1.0	2.8	-7	-1	6.1	-4
O=C(NCCc1ccccc1)c1cc(=O)[nH]c2ccccc12	-0.7	-1	-0.1	1.2	-0.4	-2.3	-0.3	-2	-56	-0.9	-22
CC(OC(=O)CCc1nc2ccccc2c(=O)[nH]1)C(=O)NC1CCCC1 (stereo not given)	-0.9	0	4.0	1.1	0.8	-0.3	-0.5	2	4	0.1	2
Cn1c(=O)c([N+](=O)[O-])c(Oc2ccccc2)c2ccccc21	2.3	-2	1.7	1.9	-1.5	-0.2	4.9	7	1	0.0	-3
COc1ccc(-c2nc(CS(=O)CC(=O)NCCc3ccc(C)cc3)c(C)o2)cc1OC (stereo not given)	-1.3	1	1.4	0.9	-1.1	-1.3	1.4	2	-2	-0.5	1
COc1ccc(Cl)cc1C(=O)NC(=S)Nc1ccccc1N1CCOCC1	-0.1	1	1.0	1.0	-0.1	-0.3	3.8	13	-2	0.3	0
O=C(CC(c1ccccc1)(c1ccccc1)c1ccccc1)N[C@@H](Cc1ccc(O)cc1)C(=O)O	0.0	-1	1.1	0.5	0.0	-1.2	-0.9	2	2	0.0	0
O=C(O)C1(c2cccc(Cl)c2)CCC1	0.1	0	-1.3	-0.5	-0.5	-1.1	-0.7	1	-1	-0.4	0

# Retrieved by structure from the entries so far, 4 records:
compound	PG9 binder	SMARCA2 activ	GAA850 FXN act	DAX1 inh-1	DAX1 inh-2	ssDAF12 agonist	hcDAF-12 act	NPR1 activator	ADAM10 inh	hgDAF12 agonist	ADAM17 inh
COc1ccc(-c2nc(CS(=O)CC(=O)NCCc3ccc(C)cc3)c(C)o2)cc1OC (stereo not given)	-1.3	1	1.4	0.9	-1.1	-1.3	1.4	2	-2	-0.5	1
O=C(O)C1(c2cccc(Cl)c2)CCC1	0.1	0	-1.3	-0.5	-0.5	-1.1	-0.7	1	-1	-0.4	0
O=C(CC(c1ccccc1)(c1ccccc1)c1ccccc1)N[C@@H](Cc1ccc(O)cc1)C(=O)O	0.0	-1	1.1	0.5	0.0	-1.2	-0.9	2	2	0.0	0
COc1ccc(Cl)cc1C(=O)NC(=S)Nc1ccccc1N1CCOCC1	-0.1	1	1.0	1.0	-0.1	-0.3	3.8	13	-2	0.3	0
